Source: PubChem
IL-1B inflam inh: inhibitors of inflammasome signaling (IL-1 beta secretion); AID 743279; THP-1 LPS/ATP IL-1B secretion, AlphaLISA, 16 h; active compounds read low; activity change, % at 57.5 µM; actives 4.7% (n = 360,000); in the data active = activity change below about -50%; inconclusive = mostly about -30% to -49%; also: % is scaled to controls: 0 for no effect and ±100 for the full control effect
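Secreted IL-1B measured by AlphaLISA bead assay after 16 h compound exposure of THP-1 cells; compounds (final up to 57.5 uM) added 1 h before LPS (250 ng/mL) and ATP (1.25 mM) stimulation; lower signal means less secretion.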
HT1080NT lethal: kills 2HG-producing HT-1080-NT fibrosarcoma cells | HT-1080-NT fibrosarcoma viability, CellTiter-Glo ATP luminescence, 48 h | Potency, µM (top dose mostly 46.1 µM), for the others: top-dose activity, negative = less viability, hits mostly cytotoxic | actives 1.6% (n = 360,000) | AID 686970;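 also: NT is the 2HG producing partner of a matched IDH1 knockdown line; potency is read from the fitted curve at half-maximal effect; 0% = DMSO-treated cells and -100% = media-only wells without cells; nearly all actives have a fitted effect of over 55% in size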
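Luminescent CellTiter-Glo readout after 48 hours of compound exposure at 37 degrees C defined viability of HT-1080-NT cells. Activity was normalized to DMSO wells and cell-free media wells; concentration-response curves were fitted and assigned curve classes.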
KB-3-1 tox: KB-3-1 parental cell cytotoxicity | KB-3-1 viability, CellTiter-Glo ATP luminescence, 72 h | Potency, µM (highest dose often 46.1 µM), inactives show at the top dose activity change, negative = cytotoxic, usual class: cytotoxic | actives 1.4% (n = 400,000); also: potency is read from the fitted curve at half-maximal effect; % is scaled to controls: 0 for no effect and ±100 for the full control effect; nearly all actives have a fitted effect of over 60% in size
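Cytotoxicity measured as CellTiter-Glo luminescence after 72 h at 37 C. Compound titrations were pinned onto drug-naive KB-3-1 parental adenocarcinoma cells grown in DMEM with 10% FBS, and normalized data fitted to concentration-response curves.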
DRD3 agonist: D3 dopamine receptor (human) agonism; P35462; D3R DiscoveRx beta-arrestin cells, luminescence, 90 min; max activation, %; actives 0.58% (n = 410,000); AID 652048; in the data active = max activation above about 30%; also: 0% is about no effect; mostly tested at two doses, the higher about 12 µM
Target sequence (P35462 whole entry, looked up): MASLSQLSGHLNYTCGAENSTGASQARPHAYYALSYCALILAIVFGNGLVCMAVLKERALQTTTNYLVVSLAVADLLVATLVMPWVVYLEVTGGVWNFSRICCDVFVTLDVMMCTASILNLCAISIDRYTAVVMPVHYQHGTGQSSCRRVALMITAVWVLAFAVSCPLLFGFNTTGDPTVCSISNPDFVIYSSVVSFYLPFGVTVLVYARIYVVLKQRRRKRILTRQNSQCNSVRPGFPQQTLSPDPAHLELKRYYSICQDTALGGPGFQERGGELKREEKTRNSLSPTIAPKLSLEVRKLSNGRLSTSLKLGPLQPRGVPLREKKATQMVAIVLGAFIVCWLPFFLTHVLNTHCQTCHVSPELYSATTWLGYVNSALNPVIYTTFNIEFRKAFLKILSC
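Cells at 1500/well, incubated overnight, then treated with pinned compounds (dopamine as control) for 90 min at 37 degrees C. DiscoveRx reagent added for 30 - 60 minutes at room temperature; luminescence read.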
SW480 rerep: induces DNA re-replication in SW480 colon adenocarcinoma cells | SW480 DNA re-replication, Hoechst DNA content imaging, 48 h | Potency, µM (highest dose often 46.1 µM), without a hit: at the highest dose re-replication activation, usual class: activators | actives 1.8% (n = 340,000) | AID 624297; also: potency is read from the fitted curve at half-maximal effect; % of control where 0% means no effect; nearly all actives have a fitted effect of over 55% in size
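Image-based read-out: total Hoechst fluorescence of nuclei (405 nm excitation, 500-530 nm emission), with hits raising the fraction of high-intensity nuclei. SW480 colon cells incubated 48 hr with compounds at 37 C.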
DRD3 antagonist: blocks the human D3 dopamine receptor; D3R cells, DiscoveRx beta-arrestin luminescence, antagonist mode; active compounds read low; P35462; max response, negative = inhibition, %; actives 2.5% (n = 360,000); in the data active = max response below about -50%; inconclusive = no clear call, values can overlap the other calls; also: % is scaled to controls: 0 for no effect and ±100 for the full control effect; mostly tested at two doses, the higher about 12 µM
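Cells plated overnight at 1500 cells/well, then exposed to library compounds with dopamine controls for 90 minutes at 37 degrees C. DiscoveRx reagent added for 30–60 minutes at room temperature; luminescence read, quantitative HTS format.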
GLP1R ag: activates the human GLP-1 receptor. P43220. HEK293 GLP-1R CRE-luciferase, luminescence, 4-6 h; cells express a hypersensitive GLP-1R form. Potency, µM (series often up to 45.6 µM), without a hit: at the highest dose activation, actives largely listed as activators. actives 0.007% (n = 380,000); also: potency is read from the fitted curve at half-maximal effect; % of control where 0% means no effect
Target sequence (P43220 whole entry, looked up): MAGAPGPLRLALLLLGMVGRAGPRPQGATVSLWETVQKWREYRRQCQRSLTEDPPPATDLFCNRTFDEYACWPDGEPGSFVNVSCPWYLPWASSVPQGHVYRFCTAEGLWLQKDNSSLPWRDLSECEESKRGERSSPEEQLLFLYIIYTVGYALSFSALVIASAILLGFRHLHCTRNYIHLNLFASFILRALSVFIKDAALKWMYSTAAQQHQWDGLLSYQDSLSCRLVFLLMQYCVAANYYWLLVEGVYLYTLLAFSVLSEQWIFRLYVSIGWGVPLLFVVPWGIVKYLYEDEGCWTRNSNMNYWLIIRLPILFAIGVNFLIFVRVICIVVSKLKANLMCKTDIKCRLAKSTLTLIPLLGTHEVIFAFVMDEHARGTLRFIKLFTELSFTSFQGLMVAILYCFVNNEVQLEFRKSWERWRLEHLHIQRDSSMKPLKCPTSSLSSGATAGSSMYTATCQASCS
KB-V1 cytotox: kills drug-selected multidrug resistant KB-V1 cells. KB-V1 MDR cells viability, CellTiter-Glo, 72 h. Potency, µM (series often up to 46.1 µM), without a hit: at the highest dose activity change, negative = cytotoxicity, most hits filed as cytotoxic. actives 3.4% (n = 400,000). AID 1347076; also: potency is read from the fitted curve at half-maximal effect; % is scaled to controls: 0 for no effect and ±100 for the full control effect; nearly all actives have a fitted effect of over 60% in size
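Readout: CellTiter-Glo luminescence, 10 min after addition. Cells: KB-V1 MDR subline, 72 h at 37 degrees C with compound. Analysis: corrected, normalized data fitted to concentration-effect curves.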
HT1080 IDH1KD tx: kills HT-1080 cells with IDH1 knockdown; HT-1080 IDH1 knockdown viability, ATP luminescence, 48 h; Potency, µM (doses to about 46.1 µM), for inactives: at the highest dose activity, negative = toxicity, most hits filed as cytotoxic; actives 2% (n = 360,000);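 also: potency is read from the fitted curve at half-maximal effect; 0% = DMSO wells and -100% = cell-free medium wells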
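Cytotoxicity counter-line: IDH1KD HT-1080, 48 h, CellTiter-Glo. Curves classed by r2, magnitude and activity.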
* = called active by the depositor; ? = inconclusive; nt = no result given; & = joins results of further samples; [ ] = remark or other dose. Unless noted, calls follow the shape of the dose curve; as a rule, active = well fitted curve in the direction sought with a large enough effect; inconclusive = small, poorly fitted or top-dose-only effect, or another doubt; inactive = no such curve, though single readings can be large; an effect the other way counts as inactive or inconclusive.

The line under a structure holds: IL-1B inflam inh	HT1080NT lethal	KB-3-1 tox	DRD3 agonist	SW480 rerep	DRD3 antagonist	GLP1R ag	KB-V1 cytotox	HT1080 IDH1KD tx
CCn1cc(C(=O)Nn2cnnc2)c(=O)c2ccc(C)nc21
 : 5	5%	25%	5	-12%	4	7%	19%	8%
CN1C(=O)C(=O)N(CC(=O)N2CCc3ccccc32)C1=O
 : 6	5%	11%	2	4%	-19	-14%	-6%	3%
COc1ccc(S(=O)(=O)N2CCCCC2)cc1NC(=O)C1CCCO1 (stereo not given)
 : 18	-18%	1%	4	4%	5	8%	?	-7%
CCc1ccc(OCC(=O)Nc2ccncc2)c(Br)c1
 : -9	?	?	-4	?	2	2%	9.2µM*	?
COc1cccc(C(=O)OCC(=O)NCCNC(=O)COC(=O)c2cccc(OC)c2OC)c1OC
 : 4	10%	nt	2	-13%	-7	-5%	nt	12%
COc1cc2c(cc1NC(=O)c1ccco1)CCCC2
 : 23	-4%	2%	1	6%	16	15%	0%	-23%
Cc1cc(C)n(-c2ncc(C#N)cn2)n1
 : 8	5%	?	2	1%	-9	4%	-30%	8%
COc1ccc(C(=O)Nc2cccc(S(C)(=O)=O)c2)cc1
 : -8	5%	-2%	-10	1%	-4	0%	-8%	5%
Cc1cc(C)cc(OCC(=O)OCC(=O)NCCC2=CCCCC2)c1
 : 19	0%	3%	5	-4%	-10	8%	-11%	-3%
CCOc1cccc2cc(C(=O)NCc3cccnc3)c(=O)oc12
 : 0	-1%	8%	8	-5%	-4	2%	11%	11%
CN(C)c1ccnc(Oc2ccc(C(C)(C)C)cc2)c1C#N
 : 42	?	?	8	6%	21	?	?	?
Cc1ncc([N+](=O)[O-])n1S(=O)(=O)c1cc(Br)ccc1Br
 : 34	-1%	7%	5	-4%	0	-7%	-9%	8%
CCCOc1ccc(Cn2c(=O)oc3ccc(C)cc32)cc1OC
 : -2	-13%	-19%	-3	-2%	-6	13%	12µM*	-13%
Cc1ccc(NC(=O)c2cc(=O)c3ccccc3o2)c(C)c1
 : -11	9%	14%	5	-5%	-7	-6%	?	20%
O=[N+]([O-])c1ccc(C(S(=O)(=O)Cc2ccccc2)S(=O)(=O)Cc2ccccc2)cc1
 : -14	18%	-9%	3	nt	-9	-3%	-7%	16%

By substructure: the entries above with bromine (2)
The line under a structure holds: IL-1B inflam inh	HT1080NT lethal	KB-3-1 tox	DRD3 agonist	SW480 rerep	DRD3 antagonist	GLP1R ag	KB-V1 cytotox	HT1080 IDH1KD tx
CCc1ccc(OCC(=O)Nc2ccncc2)c(Br)c1
 : -9	?	?	-4	?	2	2%	9.2µM*	?
Cc1ncc([N+](=O)[O-])n1S(=O)(=O)c1cc(Br)ccc1Br
 : 34	-1%	7%	5	-4%	0	-7%	-9%	8%

The listing picks up, starting two compounds before the break.
The line under a structure holds: IL-1B inflam inh	HT1080NT lethal	KB-3-1 tox	DRD3 agonist	SW480 rerep	DRD3 antagonist	GLP1R ag	KB-V1 cytotox	HT1080 IDH1KD tx
Cc1ccc(NC(=O)c2cc(=O)c3ccccc3o2)c(C)c1
 : -11	9%	14%	5	-5%	-7	-6%	?	20%
O=[N+]([O-])c1ccc(C(S(=O)(=O)Cc2ccccc2)S(=O)(=O)Cc2ccccc2)cc1
 : -14	18%	-9%	3	nt	-9	-3%	-7%	16%
COc1ccc(S(=O)(=O)N(C)CC(=O)Nc2ccc(C)cc2)cc1OC
 : -14	-4%	0%	-4	-11%	-6	4%	?	-2%
CCOC(=O)N1C2CCC(C2)N1C(=O)OCC
 : 21	1%	-3%	-2	-2%	?	-1%	0%	-1%
CCOC(=O)c1[nH]c(C)c(/C=N/O)c1C
 : 0	7%	1%	0	-9%	43	9%	35%	3%
CCN(C[C@H]1N[C@@](CC)(C(=O)OC)[C@H]2C(=O)N(C)C(=O)[C@@H]12)C(=O)Nc1ccccc1
 : -2	-1%	0%	-15	-7%	-9	-2%	14%	1%
COc1cccc(/C=N/NC(=O)c2c(-c3ccccc3)noc2C)c1OC
 : 8	-2%	-7%	-1	-9%	9	14%	-16%	-9%
Cc1ccc(Cl)cc1NS(=O)(=O)c1ccc(-n2cccn2)cc1
 : 12	-21%	-16%	-8	6%	1	-6%	-16%	-18%
O=C(CN1C(=O)CSc2ccc(C(F)(F)F)cc21)Nc1ccccc1
 : -3	-5%	0%	6	3%	11	1%	-10%	-2%
CCCCNC(=O)C1(C)CCN1C(=O)c1ccc2c(c1)CCO2 (stereo not given)
 : -1	0%	0%	-8	nt	?	-1%	1%	1%
COc1ccc(CCCc2nnc(SCC(=O)Nc3ncc(C)s3)o2)cc1
 : 2	-7%	-1%	-6	4%	17	6%	-28%	-27%
CCOC(=O)CSc1nnc(-c2ccc3ncccc3c2)n1C
 : 9	20%	0%	-15	?	9	-6%	9%	13%
CCCc1nc(NCC2CCCO2)c2nnn(Cc3ccccc3)c2n1 (stereo not given)
 : -17	0%	0%	1	8%	-3	3%	-19%	-1%
COc1cc2cc(C(c3nnnn3C(C)(C)C)N3CCc4ccccc4C3)c(=O)[nH]c2cc1OC (stereo not given)
 : -18	-26%	-3%	4	3%	10	0%	?	?
COc1cccc(NC(=O)CSc2nnc(Cn3nnc4ccccc43)n2C)c1
 : -2	-8%	-4%	-13	-7%	-22	2%	0%	-18%
CCCn1c(=N)n(CC(=O)OCC)c2ccccc21
 : 14	10%	0%	3	3%	7	-7%	-10%	5%
COCCNC(=O)c1ccccc1NC(=O)c1cc(OC)cc(OC)c1
 : -1	13%	16%	-1	-19%	-6	21%	-1%	5%

The final 2 records of the part above lead into the next:
Compound	IL-1B inflam inh	HT1080NT lethal	KB-3-1 tox	DRD3 agonist	SW480 rerep	DRD3 antagonist	GLP1R ag	KB-V1 cytotox	HT1080 IDH1KD tx
CCCn1c(=N)n(CC(=O)OCC)c2ccccc21	14	10%	0%	3	3%	7	-7%	-10%	5%
COCCNC(=O)c1ccccc1NC(=O)c1cc(OC)cc(OC)c1	-1	13%	16%	-1	-19%	-6	21%	-1%	5%
CCCCn1c(N)c(N(CC(C)C)C(=O)c2oc3ccc(Br)cc3c2C)c(=O)[nH]c1=O	?	-15%	6%	0	-35%[inhibitor]	-3	7%	0%	-12%
CC1=CC(C)(C)Nc2ccc(OC(=O)CN3C(=O)c4cccc5cccc(c45)C3=O)cc21	-107*	0%	-13%	5	?	14	-1%	-18%	-15%
COc1ccc(NC(=O)Cn2c(=O)n(CCc3ccccc3)c(=O)c3sc4ccccc4c32)cc1	nt	nt	-2%	-17	nt	nt	1%	17%	nt
COc1cc(/C=N/NC2=NS(=O)(=O)c3ccccc32)ccc1OC(C)=O	20	-12%	3%	6	5%	-4	1%	3%	-10%
CC1=C(c2ccc(C)c(C)c2)S(=O)(=O)N=C1N1CCC(C(=O)Nc2ccc(Cl)cc2)CC1	nt	nt	-11%	-17	nt	nt	0%	-13%	nt
CCC(CC)NC(=O)CCc1nc2ccccc2c(=O)[nH]1	-2	-2%	3%	-6	-4%	-7	8%	-5%	8%
O=C(CNC(=O)C1COc2ccccc2O1)N/N=C\c1ccccc1Cl (stereo not given)	-1	4%	-4%	-19	2%	-19	5%	19%	13%
O=C(NNc1ccccn1)c1ccc(Cl)nc1	4	16%	-2%	-2	?	3	-1%	5%	15%
Cc1ccc2[nH]cc(CCNC(=O)c3ccc([N+](=O)[O-])cc3)c2c1	-8	-14%	-1%	1	1%	2	3%	8%	-2%
O=C(OCC(O)COc1ccccc1)c1ccc([N+](=O)[O-])cc1 (stereo not given)	0	2%	-14%	-6	?	27	6%	1%	2%
c1csc(-c2nc3ccccn3c2NC2CCCCC2)c1	-86*	-3%	-1%	2	-1%	1	14%	?	?
Cc1nc([N+](=O)[O-])cn1CC(=O)Nc1ccc(F)c(Cl)c1	40	16%	-4%	-1	3%	-12	-4%	-11%	-2%
Cc1noc(C)c1COc1ccccc1C(=O)NCCOc1ccccc1F	34	10%	-9%	-3	-3%	-4	13%	-2%	9%
CCOc1ccc(N2Cc3ncccc3C2=O)cc1	-8	13%	-2%	16	0%	-12	-7%	10%	3%
CC1(C(=O)NCc2cccc(C(F)(F)F)c2)CCN1C1Cc2ccccc2C1 (stereo not given)	12	?	0%	3	nt	7	28%	4%	?
COc1cc(NC(=O)Cn2c(=O)n(CC3CCCO3)c(=O)c3cc(OC)c(OC)cc32)cc(OC)c1 (stereo not given)	-11	0%	7%&-3%	4&1	1%	32	18%&3%	-1%&5%	-11%
